Peg3 imprint – inducers of genomic imprint erasure in mouse ES cells; 110,000 compounds, 0.02% hits; AID 1948; Potency, µM (doses to about 60.7 µM), inactives show at the highest dose activity change, positive = activation, actives largely listed as activators; mouse ES Peg3-LacZ reporter, beta-gal luminescence, 40 h;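 also: 0% = negative control wells on the plate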
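Imprint erasure is scored as LacZ activity from the silenced maternal Peg3 allele in feeder-free female ES cells cultured 40 h with LIF. Luminescence is normalized to in-plate negative controls and fitted to the Hill equation.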
IkB sig inh – IkB pathway inhibition in ABC-DLBCL cells. ABC-DLBCL IkBa-CBG/CBR dual luciferase ratio, 4 h; response scale: scaled: untreated 0%, proteasome inhibitor 100%. Potency, µM (series often up to 57.1 µM), for the others: at the highest dose IkBa stabilization activation. 110,000 compounds, 0.04% hits; active = well fitted curve in the direction sought with a large enough effect in the signal ratio, not every such curve was filed as active; inconclusive = small, poorly fitted or top-dose-only effect, or a change in a side signal; the % refers to the signal ratio;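 also: the direction sought is a rising ratio; 0% = basal untreated cells and 100% = reference inhibitor full response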
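Luminescence ratio of IκBα-fused green versus native red beetle luciferase in OCI-Ly3 cells, 4 h post-doxycycline with compound; red signal alone, scaled from basal (0%) to zero light (-100%), flagged nonspecific or cytotoxic effects.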
p53ts 39C kill – cytotoxicity in p53ts cells at nonpermissive temperature; Potency, µM (titrated, usually from 46.1 µM), for the others: at the top dose activity change, negative = cell killing, actives largely listed as cytotoxic; AID 902; H1299-p53A138V viability at 39C, ATP luminescence, 24 h; 130,000 compounds, 1.5% hits; also: nearly all actives have a fitted effect of over 55% in size
p53ts 32C tox – cytotoxicity in p53ts cells at permissive temperature; Potency, µM (titrated, usually from 46.1 µM), without a hit: top-dose activity change, negative = cytotoxicity, hits mostly cytotoxic; H1299-p53A138V at 32C, ATP luminescence viability, 24 h; AID 924; 130,000 compounds, 0.93% hits;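 also: 0% = DMSO and -100% = full killing by reference compound; nearly all actives have a fitted effect of over 55% in size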
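H1299-p53 A138V cells (temperature-sensitive p53) exposed 24 h to up to 46 uM compound at 32C, where p53 is wild-type in conformation. Viability read as ATP luminescence and normalised to DMSO and 100 uM tamoxifen. AC50 fitted with the Hill equation.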
* hit, by the source's call; ? = inconclusive; / = no result given; [ ] = another dose, or the depositor's remark. Unless noted, calls follow the shape of the dose curve; as a rule, active = well fitted curve in the direction sought with a large enough effect; inconclusive = small, poorly fitted or top-dose-only effect, or another doubt; inactive = no such curve, though single readings can be large; an effect the other way counts as inactive or inconclusive. Unless noted, % is scaled to controls: 0 for no effect and ±100 for the full control effect; potency is read from the fitted curve at half-maximal effect.

Fields: Peg3 imprint | IkB sig inh | p53ts 39C kill | p53ts 32C tox
C/C(CCN1CCCc2nc(C)c(C)cc21)=N\O[C@@H](C)CN1CCCc2nc(C)c(C)cc21
    / | / | -1%[9.22 µM] | 7%[9.22 µM]
CCCCn1c(SCC(=O)Nc2nnc(CC)s2)nc2ccccc2c1=O
    4% | -0.2% | 4% | 4%
CC1(C)Cc2ccccc2-c2n[nH]c(=S)n21
    -6% | 0.2% | 2% | 1%
O=S(=O)(c1ccccc1)C1(S(=O)(=O)c2ccccc2)CCCC1
    / | / | 9% | -3%
Cc1ccc(CCNC(=O)c2cn(C)c3ccc(S(=O)(=O)N4CCCCC4)cc3c2=O)cc1
    -8%[10.9 µM] | -1.4% | -1% | 5%
COc1ccc(-c2cc(C(F)(F)F)nc(SCC(=O)NCc3ccc(F)cc3)n2)cc1
    -12%[10.9 µM] | 1.7% | 5% | 3%
Cc1ccccc1CN1C(=O)c2ccccc2S(=O)c2ccc(C(=O)N3CCOCC3)cc21 (centres undefined)
    -9%[10.9 µM] | -1.1% | -16% | 0%
CCOC(=O)C1CCCN(C(=O)C2CCC(CNS(=O)(=O)c3ccc(NC(C)=O)cc3)CC2)C1 (centres undefined)
    2% | -0.1% | -3% | 4%
CN(C)S(=O)(=O)c1cccc(CSc2cccc[n+]2[O-])c1
    -7% | 0.0% | -4% | -7%
CCOC(=O)CN(C(=O)CNC(=O)c1ccco1)C(C(=O)NC1CCCCC1)c1cccc(OC)c1 (centres undefined)
    -5% | 0.2% | 12% | 8%
CCCCC(=O)Nc1ccc(C(=O)Nc2ccc3c(c2)OCO3)cc1
    -5% | 1.9% | 5% | 2%
CCOC(=O)c1cc(S(=O)(=O)Nc2cc(F)ccc2C)[nH]n1
    -9%[10.9 µM] | -0.9% | 0% | -12%
O=C(CCS(=O)(=O)c1ccc(Br)s1)NCc1cccs1
    -12% | -0.9% | -6% | -10%
O=C(CCn1cccc1)NCc1ccc(Cl)cc1
    -8% | 0.6% | -11% | 1%
CCCCNC(=O)c1cc(Sc2ccc(OCC)cc2)nc2ccccc12
    -18%[10.9 µM] | 1.1% | -9% | -14%
Cc1cccc(OCC(=O)Nc2ccc(C(=O)OCc3cc(=O)n4nc(C5CC5)sc4n3)cc2)c1
    -13%[10.9 µM] | -0.8% | -9% | -21%
CCCCN(CCCC)C(=O)CCS(=O)(=O)c1ccc2c(c1)n(C)c(=O)c(=O)n2C
    -14% | -0.8% | 4% | 5%
CCc1ccc2occ(CC(=O)Nc3sc4c(c3C(=O)NCCOC)CCCC4)c2c1
    -38%[inhibitor][10.9 µM] | -1.9% | -22% | -18%
Cn1cc(C(=O)NC2CCCCC2)c(=O)c2cc(S(=O)(=O)N3CCCC3)ccc21
    -8% | -0.6% | -1% | 20%
COc1ccccc1NC(=O)C1=C(C)NC(=O)NC1c1ccc(C)cc1 (centres undefined)
    -12% | 1.6% | ? | ?
CC1CC(C)(C)CC2(C1)NC(=O)N(CC(=O)NCC(c1ccco1)N1CCCCC1)C2=O (centres undefined)
    -10% | 0.2% | -5% | -3%
CCCCN(C)CCCNC(=O)Cn1ncc2c3ccccc3n(Cc3cccc(Cl)c3)c2c1=O
    -6%[10.9 µM] | 0.2% | -17% | -8%
CCOC(=O)C(C(=O)OCC)C1CCS(=O)(=O)C1 (centres undefined)
    / | / | -7% | 4%
COc1ccccc1-n1c(SCC(=O)Nc2nnc(C)s2)nc2c(c1=O)SCC2
    -15% | -0.8% | 0% | 18%
COc1ccc(Nc2cc(C(=O)NCc3ccccc3OC)c3ccccc3n2)cc1
    -14%[10.9 µM] | 1.5% | -25% | -4%
CC1CN(c2ccc(Cl)cc2)c2nc3c(c(=O)n(CC(=O)O)c(=O)n3C)n2C1 (centres undefined)
    -11%[10.9 µM] | -2.4% | 28% | 2%
Fc1ccccc1Cn1nnc2c(NCc3ccccn3)ncnc21
    -1% | -0.3% | -2% | -1%
NC(=O)c1cc[n+](CC2=C(C(=O)O)N3C(=O)C(NC(=O)C(c4ccccc4)S(=O)(=O)[O-])C3SC2)cc1 (centres undefined)
    2% | / | 2% | 2%
CC(C)Oc1ccc(CNC(=O)c2ccc(NC(=O)N3CCSc4ncccc43)cc2)cc1
    19%[10.9 µM] | 1.3% | -12% | 3%
CSc1ccc(CNc2ncc(-c3ccccc3)n2C)cc1
    -34%[inhibitor][10.9 µM] | -1.0% | 10% | -12%
Cc1ccc2c(c1)C(C)(c1ccccc1)CC(C)(C)N2C(=O)c1ccc(F)cc1 (centres undefined)
    -13%[10.9 µM] | 7.8% | 3% | 1%
Cc1cc(NC(=O)c2cc(Cl)ccc2Cl)no1
    -8% | -2.8% | -6% | -1%
Cc1ccc(CC2C(=O)N(c3ncccn3)C(=O)C2C)cc1 (centres undefined)
    -6% | -1.5% | 8% | -4%
O=C(NCC(c1ccc2c(c1)OCO2)N1CCOCC1)c1ccccc1 (centres undefined)
    5%[10.9 µM] | -2.7% | -9% | 2%
Cc1ccc(-c2nnc(SC(C)C#N)n2N)cc1 (centres undefined)
    3% | 0.8% | -13% | -14%
CSc1ccc(CCNC(=O)CCn2c(=O)c3cccn3c3cccnc32)cc1
    -12%[10.9 µM] | -0.8% | 0% | -4%
CCOc1ccc(NC(=O)CSc2oc(-c3ccco3)nc2S(=O)(=O)c2ccccc2)cc1
    -9%[10.9 µM] | ? | 16% | 1%
Cc1cc(C)n(-c2nc(C)nc3c2cnn3-c2ccccc2)n1
    7% | 0.2% | -13% | 2%
Cc1ccc2c(CC(=O)Nc3ccc(S(=O)(=O)N4CCCC(C)C4)cc3)coc2c1 (centres undefined)
    9%[10.9 µM] | ? | -5% | 14%
C[N@+]1(CCC(=O)c2ccccc2)CC[C@H]2CC[C@H](C2)C1
    17%[10.9 µM] | 0.8%[11.4 µM] | -5%[9.22 µM] | -1%[9.22 µM]
CC(C(=O)Nc1ccccc1C(F)(F)F)n1nnc2sc3c(c2c1=O)CCCC3 (centres undefined)
    -18%[10.9 µM] | ? | -12% | 6%
COc1cc2c(OC)cccc2cc1C(=O)O
    -2% | 1.4% | 7% | -6%
COc1ccccc1C(=O)Nc1ccc(S(=O)(=O)Nc2ncccn2)cc1
    -5%[10.9 µM] | -6.8% | 26% | -1%
O=c1[nH]ncn2cccc12
    / | / | -1% | 1%
O=C(NCCC1=CCCCC1)c1ccc2c(c1)N(Cc1ccccc1)C(=O)c1ccccc1S2(=O)=O
    -10%[10.9 µM] | -2.1% | -9% | 19%
NC(=O)C1CCN(C(=O)CSCc2ccccc2Cl)CC1
    -4% | -0.2% | 6% | 1%
COC(=O)[C@@H]1C[C@@]2(O)[C@H](O)[C@H](O)[C@H](O)C[C@H]2N1Cc1ccc(N2CCOCC2)cc1
    -1% | / | 19% | 4%
COCCNc1ncncc1-c1ccccc1OC
    -4% | -1.2%[11.4 µM] | -5% | 7%
O=C(Nc1ccncc1)c1cncc(Br)c1
    -24% | 0.2% | 8% | 18%
CCN1C(=O)[C@H]2[C@H]3[C@H](O)[C@H](O)C/C(=N/OC/C=C(\C)CCC=C(C)C)[C@@H]3CC[C@@H]2C1=O
    / | / | 7%[9.22 µM] | 0%[9.22 µM]
Cc1ccc(N2CC(NC(=O)C3CCCCC3)CC2=O)cc1C (centres undefined)
    17%[10.9 µM] | 2.8% | -12% | 0%
CCCCNc1ncnc2c1cnn2-c1ccc(C)cc1C
    -15% | 1.5% | 0% | -9%
CCn1cc(/C=C(\NC(=O)c2ccc(OC)cc2)C(=O)NCCCn2ccnc2)c2ccccc21
    -10%[10.9 µM] | 2.6% | 3% | -3%
Brc1ccc(Nc2c3c(nc4ncnn24)CCC3)cc1
    / | -0.9% | -5% | -7%
Cc1ccc(C)c(NC(=O)CCOc2ccccc2)c1
    -8%[10.9 µM] | 0.8% | 40% | 12%
COc1ccc(OC)c(-c2cc(C(=O)O)c3cc4ccccc4cc3n2)c1
    3%[10.9 µM] | -0.3%[11.4 µM] | 8%[9.22 µM] | 0%[9.22 µM]
Cc1cccc(-n2cnc3cc(C(=O)NC4CCCCCC4)ccc32)c1
    -24%[10.9 µM] | ? | 9% | -3%
COc1ccc(Oc2ncc3nc(CCc4ccccc4)c(=O)n(C[C@H]4CCCO4)c3n2)cc1
    -1% | 0.9%[11.4 µM] | 2% | 3%
Cc1ccc(C)c(N2CCN(C(=O)CCCOc3cc(=O)n(C)c4ccccc34)CC2)c1
    -20% | ? | -23% | ?
COC(=O)Cc1nc2ccccc2[nH]1
    -2% | ? | -10% | -6%

(next part)
Fields: Peg3 imprint | IkB sig inh | p53ts 39C kill | p53ts 32C tox
CCc1cccc(C)c1NC(=O)CN1C(=O)C2(SCC(=O)N2c2cccc(F)c2)c2ccccc21 (centres undefined)
    10%[10.9 µM] | ? | -10% | 10%
CC(C)c1ccc(NC(=O)C2C3C=CC4(CN(CCCN5CCOCC5)C(=O)C24)O3)cc1 (centres undefined)
    -1% | -1.3% | -7% | -1%
NC(=O)C1CCN(c2nc(-c3ccccc3)nc3ccccc23)CC1
    -2% | -0.3% | -13% | 7%
O=C(NCc1ccccn1)C1CCCN(Cc2cnn(-c3ccccc3)c2-n2cccc2)C1 (centres undefined)
    -14% | 0.8% | 4% | 18%
O=C(O)CC1NC(=O)N(c2ccc(Cl)cc2)C1=O (centres undefined)
    / | 2.1% | 3% | -7%
O=C(O)C1CCCCC1C(=O)NCCc1ccc(Cl)cc1 (centres undefined)
    -7% | 3.3% | 4% | 5%
Cn1c(=O)c2sccc2n2c(CCCC(=O)Nc3ccc(F)cc3F)nnc12
    12%[10.9 µM] | 6.9% | 30% | 16%
COc1cc(C2c3c(oc4ccccc4c3=O)C(=O)N2c2ccccn2)cc(OC)c1OC (centres undefined)
    -4%[10.9 µM] | 0.4% | 6% | -1%
CCCCNC(=O)COC(=O)c1cc2c(C)nn(-c3ccccc3)c2s1
    -2% | 5.6% | -1% | 8%
COc1ccc(NC(c2ccc(F)cc2)c2nnc(-c3ccccc3Cl)o2)cc1Cl (centres undefined)
    -6%[10.9 µM] | ? | -7% | 13%
Cc1ccc2c(c1)c(=O)c(C(=O)c1ccc3c(c1)OCO3)cn2Cc1ccc(Cl)cc1
    ? | ? | -7% | 13%
O=C(Cn1c(=O)oc2ccccc21)N(Cc1ccccc1)C1CCS(=O)(=O)C1 (centres undefined)
    -4% | 0.1% | -10% | -9%
COc1ccccc1N(CC(=O)Nc1ccc(S(=O)(=O)N2CCCCC2)cc1)S(C)(=O)=O
    / | / | 2% | 14%
CCNc1nc2c(c(=O)n(Cc3ccccc3)c(=O)n2C)n1Cc1ccccc1
    -10% | ? | 7% | 16%
Cc1occc1-c1nnc(SCC(=O)c2c(N)n(Cc3ccccc3)c(=O)n(C)c2=O)n1C
    -5% | 0.9% | -10% | 7%
Cc1ccc(OCC2Cn3c(nc4c3c(=O)n(C)c(=O)n4C)O2)cc1 (centres undefined)
    -9% | -0.6% | 2% | 4%
CC(=O)c1cc2c(cc1O)OC(C)(C)C=C2
    -3% | / | 3% | -16%
